SR-BI HDL uptake – inhibitors of SR-BI mediated HDL lipid uptake, primary screen, ldlA[mSR-BI] cells, fluorescence, single point. ldlA[mSR-BI] CHO cells, DiI-HDL uptake fluorescence, 3 h. inhibition, % at 12.5 µM. actives 0.96% (n = 320,000). AID 488896, 2010;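 active means mean replicate inhibition of at least 70% and a set share of replicates each scoring 70 or more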;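 further: 0% = median of neutral control wells and 100% = median of positive control wells; values of inactives mirror those of a sister screen read the other way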
PKA-R2B activ – activators of PKA-R2B holoenzyme, primary screen, biochemical, fluorescence polarization, Cy5-IP20, human | cAMP-dependent protein kinase catalytic subunit beta (Homo sapiens) + cAMP-dependent … | PKA-R2B holoenzyme dissociation; R2B truncated from residue 108, S112A mutant; 0% DMSO only, 100% 113 µM cGMP | activation, % at 11.4 µM | actives 0.079% (n = 340,000);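 active means activation above a cutoff set at the mean over all compounds plus 3 SD, cut at about 18% in these data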;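 further: higher means more holoenzyme dissociation and a rise in polarization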
DSG3 Ab inh – inhibitors of pemphigus antibody binding to DSG3, primary screen, biochemical, bead-based, flow cytometry, scFv-GFP. Desmoglein-3 (Homo sapiens), P32926. DSG3-coupled beads, scFv-anti-DSG3-GFP binding; hits give low values. binding (percent of control), % at 10 µM. actives 0.48% (n = 310,000). AID 588358, 2011;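 active means binding more than 3 SD below its plate's average and above zero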;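 further: hits lower antibody fragment binding to DSG3; some compounds called inactive have numbers as strong as hits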
Target sequence (P32926 whole entry, looked up, the tested form may be a part): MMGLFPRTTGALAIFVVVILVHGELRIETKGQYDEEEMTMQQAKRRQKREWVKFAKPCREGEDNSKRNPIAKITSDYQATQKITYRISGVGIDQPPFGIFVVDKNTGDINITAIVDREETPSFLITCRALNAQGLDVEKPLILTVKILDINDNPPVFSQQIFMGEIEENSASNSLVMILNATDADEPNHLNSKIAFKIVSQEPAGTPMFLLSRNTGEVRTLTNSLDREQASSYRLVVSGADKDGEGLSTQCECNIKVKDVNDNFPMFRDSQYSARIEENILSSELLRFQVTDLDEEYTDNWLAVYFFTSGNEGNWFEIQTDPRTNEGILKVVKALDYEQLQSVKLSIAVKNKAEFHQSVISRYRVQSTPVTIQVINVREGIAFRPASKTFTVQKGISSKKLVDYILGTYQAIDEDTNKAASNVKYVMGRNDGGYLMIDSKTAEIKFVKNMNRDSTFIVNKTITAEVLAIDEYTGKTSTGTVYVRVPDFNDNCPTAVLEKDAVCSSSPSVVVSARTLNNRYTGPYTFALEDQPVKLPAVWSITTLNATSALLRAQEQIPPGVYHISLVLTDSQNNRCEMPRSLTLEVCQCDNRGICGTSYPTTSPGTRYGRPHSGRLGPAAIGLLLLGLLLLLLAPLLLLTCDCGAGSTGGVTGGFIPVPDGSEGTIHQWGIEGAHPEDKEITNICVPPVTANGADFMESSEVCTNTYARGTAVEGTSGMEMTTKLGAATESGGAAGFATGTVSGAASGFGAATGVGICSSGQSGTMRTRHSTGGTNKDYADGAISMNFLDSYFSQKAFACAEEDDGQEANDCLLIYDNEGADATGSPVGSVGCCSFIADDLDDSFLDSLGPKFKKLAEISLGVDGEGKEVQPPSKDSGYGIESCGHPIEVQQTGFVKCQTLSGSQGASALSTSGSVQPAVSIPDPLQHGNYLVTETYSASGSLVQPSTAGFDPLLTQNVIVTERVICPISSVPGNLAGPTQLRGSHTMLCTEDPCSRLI
MITF TRPM1 HTS – activators of MITF-driven TRPM1 promoter reporter, primary screen, cell-based, SK-MEL-5, luciferase, single point | SK-MEL-5 TRPM1-promoter luciferase, 24 h; % of positive control, neutral wells = 0 | activation, % at 12.5 µM | actives 0.75% (n = 300,000) | AID 588334, 2011;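 active means mean activation of at least 80% with every replicate also reaching 80%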;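 further: 0% = neutral control wells and 100% = parthenolide positive control wells; values of inactives mirror those of a sister screen read the other way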
Arr AP2 block – inhibitors of beta-arrestin/AP2 binding, primary screen, biochemical, GPCR trafficking, flow cytometry; inhibition, % at 10 µM; actives 0.31% (n = 340,000); FITC-arrestin peptide / GST-AP2 beads; AP2 beta2 appendage carries R879A mutation; beta-arrestin 1 C-terminal peptide binding to AP2 beta2-adaptin appendage (human);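 active means inhibition above a set limit, near 3 SD of compounds lacking own fluorescence, cut at about 54% in these data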;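 further: plate controls were DMSO wells for no effect and 5 µM unlabelled arrestin peptide for full effect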
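Material – AP2 appendage R879A on GSH beads · Buffer or medium – PBS with 0.05% Tween 20 and 0.1% BSA · Probe or stimulus – fluorescein-tagged arrestin peptide at 50 nM final · Incubation – compound with beads 12 min RT, then probe 1 h RT · Detection – high-throughput flow cytometry of beads, ex 488, em 535 nm · Evaluation – percent response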
NSD2 inh – NSD2 histone methyltransferase inhibitors, primary screen, biochemical, AlphaScreen, single concentration, set 2; inhibition, % at 12.5 µM; NSD2 peptide methylation, 120 min; Histone-lysine N-methyltransferase NSD2 (Homo sapiens), O96028; actives 0.54% (n = 310,000); in the data active means inhibition above about 50%
CDK5 inh – inhibitors of human CDK5/p35 kinase, primary screen, biochemical, single concentration. Cyclin-dependent kinase 5 (Homo sapiens) + Cyclin-dependent kinase 5 activator 1 (Homo …. Recombinant CDK5/p35, ADP-Glo luminescence, 60 min. inhibition, % at 10 µM. actives 0.01% (n = 330,000);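 active means highest replicate inhibition of at least 50% and at least 75% of replicates reaching 50%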;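 further: plate controls were DMSO neutral control for no effect and GW8510 at 10 µM for full effect; many of its hits are not listed in these tables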
dFosB activator – activators of delta FosB homodimer, primary screen, biochemical, fluorescence polarization, TAMRA-CDK5 oligo, single point. Protein FosB (Mus musculus), P13346. purified delta FosB; percent of positive-control signal above neutral wells. activation, % at 25 µM. actives 0.99% (n = 340,000);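 active means mean activation above about 17%, with every replicate also reaching it, limit read from the data, passing the limit was not always enough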;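 further: fluorescence polarization rise as delta FosB binds a TAMRA Cdk5 AP-1 oligo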
PKA-R1A activ – activators of PKA-R1A holoenzyme, primary screen, biochemical, fluorescence polarization, Cy5-IP20, bovine R1A, mouse PKAc. cAMP-dependent protein kinase type I-alpha regulatory subunit (Bos taurus) + …. actives 0.083% (n = 340,000). activation, % at 11.4 µM. PKA-R1A dissociation; scaled: DMSO 0%, 113 µM cGMP 100%. AID 504707, 2011;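 active means percent activation above the mean of all tested compounds plus 3 SD, cut at about 19% in these data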;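 further: higher means more PKAc released from R1A so a rise in polarization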
SUMO Mot1 rescue – yeast Mot1-301 growth rescue at high temperature, primary screen, SUMOylation pathway inhibitor project, S. cerevisiae, ATP luminescence, 38.5C | growth rescue, % at 18.8 µM | actives 1% (n = 320,000) | S. cerevisiae Mot1-301 growth rescue; percent above DMSO median, 100 means doubled;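 active means every valid replicate shows activation above 250% relative to neutral control wells; inactive means the rest, any valid replicate at or below 250%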;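 further: OY570 slx delta 5 strain wells were the positive control but not used for scaling; some compounds called inactive have numbers as strong as hits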
SR-BI uptake up – activators of SR-BI mediated DiI-HDL uptake, primary screen, ldlA[mSR-BI] CHO cells, DiI fluorescence. 3 h; 100 = double the neutral-control signal. activation, % at 12.5 µM. actives 0.096% (n = 320,000);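 active means mean replicate activation of at least 60% and every replicate at or above 60%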;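 further: 0% = median plate neutral-control signal and 100% = twice that signal; values of inactives mirror those of a sister screen read the other way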
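Assay system: CHO ldlA[mSR-BI] cells, LDL receptor-null, SR-BI overexpressing; medium: Ham's F12 with 0.5% BSA, HEPES 25 mM, pH 7.4; also added: DiI-HDL 10 µg/mL; timing: 3 h uptake period with compound, 37 °C; signal: DiI fluorescence, bottom read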
* = called active by the depositor; · = no result given.

PKA-R1A activ	DSG3 Ab inh	dFosB activator	NSD2 inh	CDK5 inh	Arr AP2 block	SUMO Mot1 rescue	SR-BI HDL uptake	SR-BI uptake up	MITF TRPM1 HTS	PKA-R2B activ	smiles
0.3	·	-19.0	-0.3	0.9	-1.8	-22.0	8.0	-8.0	14.9	0.6	COc1cc(OC)c2c(C)cc(=O)oc2c1
-10.8	93.6	-2.4	-1.8	0.3	4.2	2.3	-3.9	3.9	-4.5	-16.3	CC1CN(C(=O)CN2C(=O)NC3(CCCCCCC3)C2=O)CC(C)O1 (configuration not stated)
-8.9	115.7	-7.8	·	-0.3	14.8	5.0	51.2	-51.2	-0.3	-2.1	COc1cc(CNC(=O)c2nc(Cn3nc(C)c(Br)c3C)no2)cc(OC)c1
10.7	109.9	-1.7	-1.3	0.0	8.4	-10.3	28.2	-28.2	52.9	2.1	COCc1c(C(=O)Nc2ccc(Cl)cc2F)oc2ccccc12
-4.7	105.1	-5.7	3.1	0.2	0.7	-3.6	-11.8	11.8	11.0	3.4	CCC1Sc2ccc(S(=O)(=O)CCC(=O)Nc3ccc(NC(C)=O)cc3)cc2NC1=O (configuration not stated)
3.7	90.9	2.4	0.4	0.6	2.8	107.7	-19.0	19.0	-2.7	-8.2	O=C(CCNS(=O)(=O)c1ccccc1C(F)(F)F)NNC(=O)c1csc(N2CCOCC2)n1
0.9	114.9	-0.6	1.3	0.1	-1.7	-13.5	2.8	-2.8	-1.9	-8.0	CSCCC(NC(=O)c1cccc([N+](=O)[O-])c1)c1nc2ccccc2[nH]1 (configuration not stated)
-0.1	83.6	-8.1	-2.0	0.1	-8.6	-4.4	0.1	-0.1	22.9	-6.4	c1ccc(CCNc2ncnc3ccccc23)cc1
-7.7	107.5	6.6	·	-0.6	1.1	386.5	2.5	-2.5	-3.4	-11.1	COc1ccc(-c2cn(CCO)c(-c3ccc(Cl)nc3)n2)cc1
2.3	125.4	0.8	6.5	-1.7	3.9	-14.4	7.4	-7.4	·	-4.1	COc1ccc(OC)c(NCc2nnc(-c3ccccc3)o2)c1
12.9	105.4	3.2	-0.2	-0.8	30.5	·	10.7	-10.7	7.9	-13.1	CC(=O)N1c2ccc3ccccc3c2C(C)CC12CCCCC2 (configuration not stated)
-5.3	104.0	-3.9	2.2	0.5	-6.0	6.2	-1.6	1.6	16.0	-2.1	Cc1cccc(NC(=O)NCC(c2ccc(F)cc2)N2CCN(C)CC2)c1 (configuration not stated)
2.1	107.3	4.3	4.2	1.5	1.8	-3.2	3.2	-3.2	-17.1	-4.2	CSc1ccc(CN2CCc3c([nH]c4ccccc34)C2)cc1
-2.8	109.0	0.6	-2.4	-0.9	-14.5	4.4	25.4	-25.4	47.6	2.2	CC1CCc2nc(/C(C#N)=C/c3ccncc3)sc2C1 (configuration not stated)
-9.8	101.0	-5.7	-1.7	0.4	-8.7	2.1	-1.4	1.4	-9.2	0.2	CCC(C(=O)OCC(=O)NCc1ccc2c(c1)OCO2)c1ccccc1 (configuration not stated)
-4.7	101.8	3.1	-0.9	0.9	3.4	4.2	-7.4	7.4	-4.3	-4.8	CS(=O)(=O)c1ccc(C(=O)Nc2ccccc2N2CCOCC2)c(Cl)c1
-2.7	101.7	-10.0	15.3	0.0	7.6	-16.7	-1.7	1.7	-13.5	2.6	O=C(CN1CCN(c2ccccc2)CC1)Nc1cccc([N+](=O)[O-])c1
-5.2	102.0	-4.9	-0.1	0.7	-3.3	6.3	10.8	-10.8	2.9	-3.3	COc1ccccc1NS(=O)(=O)c1cc(NC(=O)CCc2nc3ccccc3c(=O)[nH]2)ccc1C
-1.4	95.0	-13.9	-6.4	1.5	25.2	20.8	47.0	-47.0	-19.8	1.4	COc1ccc(/C=C/C(O)=C2/C(=O)N(C)C3(C)CC2c2ccccc2O3)cc1 (configuration not stated)
-4.2	102.9	-4.5	-1.6	1.3	-10.9	17.4	-30.0	30.0	9.0	-7.7	Cc1cc(C)nc(CCNC(=O)C2CCC(=O)N(Cc3ccccc3F)C2)n1 (configuration not stated)
-1.1	·	-2.9	-1.9	-0.6	-6.6	1.4	-7.5	7.5	-10.7	5.7	CSc1ncccc1C(=O)OCC(=O)NC(C)CCc1ccccc1 (configuration not stated)
-4.6	107.9	-4.7	0.9	-0.3	6.6	9.6	30.0	-30.0	2.2	-1.4	CCc1ccc(NC(=O)C(NS(=O)(=O)c2cccc3nsnc23)c2ccccc2)cc1 (configuration not stated)
-10.2	101.1	-6.9	-10.6	-0.5	29.0	6.3	4.3	-4.3	9.5	-1.1	ClC1(Cl)CC1Cn1cnc2ccccc21 (configuration not stated)
6.9	102.8	6.8	·	0.8	6.8	-6.6	-13.7	13.7	-0.4	8.1	CC(C)CC(CO)N1CCN(C(=O)c2ccccc2)CCC1=O (configuration not stated)
-14.6	104.7	-7.2	-0.1	-0.4	-1.9	5.9	-17.3	17.3	6.6	-7.2	CCN(Cc1nc2ccccc2c(=O)[nH]1)C(=O)c1cc2c(s1)CCCCC2
-6.1	98.5	-4.2	·	8.4	-1.9	-4.2	-10.3	10.3	27.4	-22.0	Oc1ccccc1CNc1cnc2ccccc2c1
-15.7	103.4	-10.0	·	0.2	-2.6	-2.3	26.8	-26.8	·	-3.8	CCCCOC(=O)c1ccc(NC(=O)C(=O)NCC2CCCO2)cc1 (configuration not stated)
-3.5	110.8	8.9	-2.8	-0.8	10.8	299.2	-8.9	8.9	-11.0	-8.8	Cc1n[nH]c(=O)c2c(NC(=O)CSc3nc4ccccc4c(=O)n3CCCO)oc(C)c12
-0.3	·	6.6	-1.2	-0.1	-20.6	237.5	19.4	-19.4	2.3	-3.7	CCc1nnc(NC(=O)CCc2c[nH]c3ccccc23)s1
-5.2	98.0	-18.4	1.1	-2.5	-5.8	-11.5	29.0	-29.0	5.9	-2.8	O=C1CCC/C(=N\NC(=O)c2ccc(COc3ccccc3-c3ccccc3)cc2)C1
0.7	96.7	-1.6	-0.4	1.6	9.2	7.8	26.3	-26.3	10.9	4.0	COc1ccccc1-c1nc(C#N)c(N2CCN(c3cccc(Cl)c3)CC2)o1
-10.4	122.6	-6.4	1.7	-6.5	-3.1	-5.8	-1.3	1.3	-3.6	-4.7	Cc1ccc(S(=O)(=O)N2CCC(C(=O)NC3CC(C)(C)NC(C)(C)C3)CC2)cc1C
-4.2	101.4	0.2	2.1	-3.1	-13.3	-10.3	·	·	-1.7	-3.2	COc1ccc(CCNC(=O)CCC(=O)Nc2ccc3nc(N4CCN(C)CC4)cc(C)c3c2)cc1OC
15.1	106.7	-6.4	-0.3	-0.7	-9.4	68.3	58.7	-58.7	-9.1	-1.1	COc1cccc(-c2nc(NC(C)C)c3ccccc3n2)c1O
-11.0	113.8	0.3	0.3	0.9	12.2	238.4	-16.6	16.6	-10.2	-12.5	CC12CCC(C(=O)N(NC(=O)c3ccc(O)cc3)C1=O)C2(C)C (configuration not stated)
3.8	96.1	2.1	-0.8	0.1	-20.5	152.4	-0.9	0.9	4.9	-1.8	CCC(CC)C(=O)N1CCN(Cc2nc3ccccc3c(=O)[nH]2)CC1
-5.9	100.1	-0.2	-1.1	1.0	-6.3	27.1	32.2	-32.2	-3.4	-6.0	CCOCCCNC(=O)C1CCC(CNS(=O)(=O)c2ccc(Cl)cc2)CC1 (configuration not stated)
-6.0	105.2	-1.6	1.0	1.1	7.4	-8.3	0.4	-0.4	3.8	7.6	COc1cc(NC(=O)C2CC2)c(OC)cc1NC(=O)CCC(=O)NC1CCN(Cc2ccccc2)CC1
-11.3	109.7	1.4	1.0	0.1	33.1	-12.2	-5.0	5.0	2.0	-0.3	N#Cc1nccnc1N1CCN(C(=O)Nc2ccccc2)CC1
-11.3	85.5	-18.1	5.9	1.4	12.1	-10.7	20.1	-20.1	-3.3	1.5	CC(C)CN1C(=O)/C(=C/c2ccco2)NC1=S
6.6	100.3	-9.3	·	-0.3	-3.8	7.1	·	·	37.1	-1.8	O=C(CSc1ncn[nH]1)Nc1nnc(-c2ccccc2)s1
10.4	104.2	-1.5	·	-0.3	-1.8	-3.7	0.4	-0.4	1.3	10.9	COC(=O)CC1Oc2ccccc2N(Cc2ccccc2)C1=O (configuration not stated)

At a glance, 5 of the compounds above.
PKA-R1A activ	DSG3 Ab inh	dFosB activator	NSD2 inh	CDK5 inh	Arr AP2 block	SUMO Mot1 rescue	SR-BI HDL uptake	SR-BI uptake up	MITF TRPM1 HTS	PKA-R2B activ	smiles
-6.0	105.2	-1.6	1.0	1.1	7.4	-8.3	0.4	-0.4	3.8	7.6	COc1cc(NC(=O)C2CC2)c(OC)cc1NC(=O)CCC(=O)NC1CCN(Cc2ccccc2)CC1
-11.3	109.7	1.4	1.0	0.1	33.1	-12.2	-5.0	5.0	2.0	-0.3	N#Cc1nccnc1N1CCN(C(=O)Nc2ccccc2)CC1
-11.3	85.5	-18.1	5.9	1.4	12.1	-10.7	20.1	-20.1	-3.3	1.5	CC(C)CN1C(=O)/C(=C/c2ccco2)NC1=S
6.6	100.3	-9.3	·	-0.3	-3.8	7.1	·	·	37.1	-1.8	O=C(CSc1ncn[nH]1)Nc1nnc(-c2ccccc2)s1
10.4	104.2	-1.5	·	-0.3	-1.8	-3.7	0.4	-0.4	1.3	10.9	COC(=O)CC1Oc2ccccc2N(Cc2ccccc2)C1=O (configuration not stated)

Assay outcomes (PubChem BioAssay)
